High-throughput results (PubChem)
T cell HTS: modulates CD8 T cell binding to vesicles; calls only at 7 µM; AID 2052; 2C CD8+ T cell-vesicle binding, flow cytometry; active compounds read low; 330,000 tested, 0.068% active;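 active = response, share of CD8 T cells binding vesicles, and their 90th percentile fluorescence all below set limits, cut at about 80% in these data, passing the limit was not always enough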
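Read-out – percent CD8+ FL2 mean versus row control · System – murine 2C transgenic CD8+ T lymphocytes · Times – 1.5 h cell–vesicle binding at 37 °C, then 20 min icy labelling · Control set – naked vesicles low, QL9 vesicles with vehicle high · Detection – cytometric PE anti-B7-1 and Alexa647 anti-CD8 signals after 1% paraformaldehyde fixation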
T cell HTS vesicle-bound %: also measured in T cell HTS; calls as there; double positive events, %; measured here: CD8+ vesicle-bound cell fraction;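 binding gate set so that unloaded-vesicle control wells show 10% double positive cells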
Starred values were filed as active, the others as inactive; i = inactive. The list is partial (hit frequency here may not be typical).

Sequence of screens – T cell HTS | T cell HTS vesicle-bound %
- Cc1cc(NC(=O)COc2coc(CN3CCN(c4ccc(F)cc4)CC3)cc2=O)no1
  i | 56
- COc1ccccc1NS(=O)(=O)c1ccc2oc(SCC(C)=O)nc2c1
  i | 26
- O=C(COC(=O)c1cc[n+]([O-])cc1)Nc1cc([N+](=O)[O-])ccc1Cl
  i | 14
- CN1CCN(c2nc(Nc3ccc(F)cc3)nc(Nc3ccc(F)cc3)n2)CC1
  i | 24
- Cc1ccc2[nH]c3c(c2c1)CNCC3
  i | 59
- COc1ccc(CCN2CC(C(=O)N(C)Cc3ccccc3OC)CCC2=O)cc1 (stereo unspecified)
  i | 14
- CC1CN(C(=O)COC(=O)Cc2c(Cl)cccc2Cl)CC(C)O1 (stereo unspecified)
  i | 50
- CSc1nc2sc3c(c2c(=O)[nH]1)CC(C)(C)OC3
  i | 61
- O=C1N[C@@H](c2ccccc2)COC(=O)[C@H](Cc2ccc(F)cc2)CC/C=C/C[C@@H]1CC(=O)N(CCO)Cc1ccccc1
  i | 24
- Cc1ccc2nc(N(CCCN(C)C)C(=O)CS(=O)(=O)c3ccccc3)sc2c1
  i | 58
- O=C(C1CCC(CNS(=O)(=O)c2cccs2)CC1)N1CCN(c2ccc(Cl)cc2)CC1 (stereo unspecified)
  i | 20
- CCN(CC(=O)Nc1c(F)cccc1F)C(=O)c1ccc(S(=O)(=O)N2CCCC2)cc1
  i | 41
- CN(C)C(=O)[C@H]1C[C@H]1[C@@H](O)[C@H](CO)NC(=O)[C@H](Cc1ccccc1)NC(=O)OC(C)(C)C
  i | 14
- CC1CC(C)CN(CCCNC(=O)CCC(=O)N2CC(C)Oc3ccccc32)C1 (stereo unspecified)
  i | 8
- COc1ccc(-c2ocnc2C(=O)N2CCN(C(=O)C(c3ccccc3)c3ccccc3)CC2)cc1
  i | 33
- Cc1ccc(CN2C(=O)C(C)Nc3ncnc(N4CCN(c5ccccn5)CC4)c32)cc1 (stereo unspecified)
  i | 43
- Cc1cccc(/C=N/NC(=O)CC(=O)NCCc2ccccc2)c1
  i | 36
- COc1ccc(N2CCN(C(=O)c3cc(=O)c4cc(C)cc(C)c4o3)CC2)cc1
  i | 65
- COc1ccc(-c2nc3c(c(SCC(=O)Nc4cccc(O)c4)n2)Cc2c(CO)cnc(C)c2O3)cc1
  i | 31
- COc1ccc(CC(=O)Nc2cccc(C(C)=O)c2)cc1S(=O)(=O)N1CCOCC1
  i | 40
- CN1C(C(=O)Nc2ccccn2)=C(O)c2sc(Cl)cc2S1(=O)=O
  i | 7
- C=CCOc1ccc(/C=C/C(=O)OCC(=O)NC(C)c2ccc(F)cc2)cc1 (stereo unspecified)
  i | 22
- CCC1Oc2ccccc2N(CC(=O)NCC2CCCO2)C1=O (stereo unspecified)
  i | 36
- COC(=O)c1c(-c2cccnc2)csc1NC(=O)c1ccc2c(c1)OCO2
  i | 24
- Cc1ccc(-c2nnc(Nc3ccc(CC(N)=O)cc3)c3ccccc23)cc1S(N)(=O)=O
  i | 36
- O=S(=O)(NCCC1=CCCCC1)c1ccc(Br)cc1
  i | 14
- COCC(=O)N1CCC(Oc2ccc(C(=O)N3CCCCCCC3)cc2)CC1
  i | 31
- CCOC(=O)C1CCCN(Cc2ccc(OC)c(OCc3ccccc3)c2)C1 (stereo unspecified)
  i | 35
- O=CN1CCN(C(=O)c2ccc(Br)o2)CC1
  i | 67
- COc1ccc(C(=O)N2CCOC2CNC(=O)C(=O)NCc2ccc(F)cc2)cc1 (stereo unspecified)
  i | 5
- Cc1ccc(N(C(=O)c2snc(C(N)=O)c2N)C(C(=O)NC2CCCC2)c2ccncc2)cc1 (stereo unspecified)
  i | 30
- O=C(c1ccc(Cl)c(S(=O)(=O)N2CCOCC2)c1)N1CCN(c2ccccc2)CC1
  i | 33
- O=C(COC(=O)/C=C/c1ccc(F)cc1)NCc1cccs1
  i | 35
- C[C@]12C=CC(=O)C=C1CC[C@@H]1[C@@H]2[C@@H](O)C[C@@]2(C)[C@H]1CC[C@]2(O)C(=O)COC(=O)CCC(=O)NCCc1ccc(O)cc1
  i | 53
- CCC(NC(=O)c1ccncc1)c1ccccc1 (stereo unspecified)
  i | 56
- CN(CC(=O)Nc1cccc(F)c1)C(=O)c1cc(-c2ccco2)nc2ccccc12
  i | 22
- CC(=O)N1CCC(C(=O)OCc2ccccc2F)(c2ccccc2)CC1
  i | 37
- COc1ccc(F)cc1S(=O)(=O)NCC(c1ccc2c(c1)OCO2)N1CCN(C)CC1 (stereo unspecified)
  i | 41
- c1ccc2nc(-c3ccc(-n4ccnc4)cc3)ccc2c1
  i | 51
- C=CCc1c(C)nc2cc(-c3ccc(C)cc3)[nH]n2c1=O
  i | 61

4 of these compounds, reformatted:
COc1ccc(F)cc1S(=O)(=O)NCC(c1ccc2c(c1)OCO2)N1CCN(C)CC1 (stereo unspecified)
  T cell HTS = i; T cell HTS vesicle-bound % = 41
O=C(c1ccc(Cl)c(S(=O)(=O)N2CCOCC2)c1)N1CCN(c2ccccc2)CC1
  T cell HTS = i; T cell HTS vesicle-bound % = 33
C[C@]12C=CC(=O)C=C1CC[C@@H]1[C@@H]2[C@@H](O)C[C@@]2(C)[C@H]1CC[C@]2(O)C(=O)COC(=O)CCC(=O)NCCc1ccc(O)cc1
  T cell HTS = i; T cell HTS vesicle-bound % = 53
O=CN1CCN(C(=O)c2ccc(Br)o2)CC1
  T cell HTS = i; T cell HTS vesicle-bound % = 67

Carrying on:
Sequence of screens – T cell HTS | T cell HTS vesicle-bound %
- OCCn1ccc(-c2ccccc2OCc2ccc(F)cc2)n1
  i | 58
- O=C1OC(N2C(=O)CC[C@H]2C(=O)Nc2ccc3c(c2)OCO3)c2ccccc21 (stereo partly specified)
  i | 3
- Cc1cc(C)n2nc(SCC(=O)Nc3ccccc3F)nc2n1
  i | 30
- CC(C)(C)c1ccc(C(=O)NCCC(=O)N2CCCC2)cc1
  i | 6
- C=CCNC(=S)N1CCC(C(=O)c2ccc(C)cc2)CC1
  i | 53
- CCc1ccc(C(=O)NNC(=O)C2CC(=O)N(Cc3ccccc3)C2)cc1 (stereo unspecified)
  i | 39
- NC(=Nc1ccccc1)Nc1ccccc1
  i | 21
- OCCCc1cn(Cc2ccccc2)c2ccccc12
  i | 30
- CN(Cc1nc(-c2ccc(Cl)cc2)no1)C(=O)c1ccc2c(c1)OCO2
  i | 34
- Cc1cc(NC(=O)COC(=O)C2CC(=O)N(c3cccc(Cl)c3)C2)no1 (stereo unspecified)
  i | 42
- CCCC(=O)N1CCN(c2nc3ccccc3s2)CC1
  i | 24
- CCCn1c(N)c(C(=O)CN(C)CC(=O)Nc2cccc(F)c2)c(=O)[nH]c1=O
  i | 36
- OCCNc1nc(NCc2ccccc2)c2ccccc2n1
  i | 62
- CCN(Cc1ccccc1)C(=O)CN1C(=O)COc2ccc(S(=O)(=O)N3CCCCCC3)cc21
  i | 27
- CCCNC(=O)c1oc2ccc3c(c2c1C)C(O)CC(C)(C)O3 (stereo unspecified)
  i | 24
- CCN(CC(=O)Nc1c(F)cccc1F)C(=O)CNC(=O)c1cccc(C)c1
  i | 48
- CC(=O)NCC(c1cccs1)S(=O)(=O)c1ccc(F)cc1 (stereo unspecified)
  i | 12
- Cc1cc(=O)[nH]c(N/N=C/c2cccc(Br)c2)n1
  i | 69
- COc1ccc(NC(=O)CSc2nc3ccccc3c(=O)n2C)cc1
  i | 59
- COc1ccc(CNC(=O)COC(=O)c2[nH]c(C)c(C(C)=O)c2C)cc1OC
  i | 33
- CC(=O)CCc1oc2ccc(C)cc2c1Cc1ccccc1
  i | 26
- Cc1ccccc1NC(=O)Cc1nc(COC(=O)CNS(=O)(=O)c2cccc(Br)c2)cs1
  i | 31
- Cc1cc(C)c2c(N)c(C(=O)Nc3ccccc3F)sc2n1
  i | 53
- CCN(CC)CCn1c2c(c(SCC(=O)Nc3cc(C)cc(C)c3)nc1=O)CCC2
  i | 60
- Cc1ccc(C)c(NS(=O)(=O)c2cc(C(=O)NCc3ccncc3)ccc2C)c1
  i | 40
- O=S(=O)(c1ccc(Br)cc1)c1nc(-c2ccccc2)oc1NCCN1CCOCC1
  i | 32
- CCn1nc(C(=O)NNC(=O)c2ccccc2)c2ccccc2c1=O
  i | 9
- COC(=O)/C(C#N)=C/c1c(N2CCN(C)CC2)nc2ccccn2c1=O
  i | 46
- CC1CCN(C(=O)CSc2nnc(-c3cccs3)o2)CC1
  i | 9
- COC(=O)c1ccc(C(=O)N2CCCC(N3CCN(c4ccccc4)CC3)C2)nc1 (stereo unspecified)
  i | 12
- COc1ccc(N(CC(=O)N2CCOCC2)S(C)(=O)=O)cc1OC
  i | 61
- Cc1ccc(/C=C2\SC(=S)N(CCC(=O)Nc3cccnc3)C2=O)cc1
  i | 17
- CCc1cc(=O)[nH]c(SCC(=O)N2CCOCC2)n1
  i | 44
- CN(CCOc1ccccc1)C(=O)CCc1nc2sc3c(c2c(=O)[nH]1)CCCC3
  i | 53
- Cc1ccccc1CC(=O)N1CCN(C(=O)C2CCCO2)CC1 (stereo unspecified)
  i | 65
- CCc1c(C(=O)N2CCCN(C)CC2)csc1C
  i | 10
- COc1ccc(CCNC(=O)C2CCCN(S(=O)(=O)c3ccc(OC)cc3)C2)cc1 (stereo unspecified)
  i | 23
- CCCOc1ccc(C(F)(F)F)cc1NC(=O)c1cc(C)on1
  i | 17
- CC(=O)c1ccccc1NC(=O)c1ccc2c(c1)NC(=O)C(C)S2 (stereo unspecified)
  i | 51
- Cc1nn(CC(=O)Nc2c(F)c(F)cc(F)c2F)c(=O)c2cccn12
  i | 12

As entered above.
For T cell HTS vesicle-bound %, CC(=O)CCc1oc2ccc(C)cc2c1Cc1ccccc1 has the entry 26
For T cell HTS vesicle-bound %, Cc1ccccc1NC(=O)Cc1nc(COC(=O)CNS(=O)(=O)c2cccc(Br)c2)cs1 has the entry 31
For T cell HTS vesicle-bound %, COc1ccc(CCNC(=O)C2CCCN(S(=O)(=O)c3ccc(OC)cc3)C2)cc1 (stereo unspecified) has the entry 23
For T cell HTS vesicle-bound %, Cc1ccc(/C=C2\SC(=S)N(CCC(=O)Nc3cccnc3)C2=O)cc1 has the entry 17
For T cell HTS vesicle-bound %, COc1ccc(N(CC(=O)N2CCOCC2)S(C)(=O)=O)cc1OC has the entry 61

Next part
Sequence of screens – T cell HTS | T cell HTS vesicle-bound %
- CN1C(=O)/C(=C/c2ccc(C(=O)Nc3ccc(O)cc3C(=O)O)cc2)SC1=S
  i | 45
- CN(CC(=O)NCc1ccccc1)CC(=O)Nc1ccc(Cl)c(C(F)(F)F)c1
  i | 35
- c1ccc(-c2nc3cccnc3nc2-c2ccccc2)cc1
  i | 32
- O=[N+]([O-])c1ccc(C(O)CN2CCOCC2)cc1 (stereo unspecified)
  i | 23
- Cc1cc(C)cc(NC(=O)C2C3C=CC4(O3)C2C(=O)N(CCCN2CCCC2)C4C(=O)NC2CCCC(C)C2C)c1 (stereo unspecified)
  i | 20
- O=C(Cc1ccccc1)NCC(=O)N1CCC2(CC1)NCCc1[nH]cnc12
  i | 9
- Cc1cccc(CS(=O)(=O)c2ncc(Cl)c(C(=O)NCc3ccc4c(c3)OCO4)n2)c1
  i | 14
- O=C(CN1C(=O)NC2(CCCC2)C1=O)OCCOc1ccc(Cl)cc1Cl
  i | 38
- CC(NC(=O)c1ccc(S(=O)(=O)NCc2ccco2)cc1)c1ccc(F)cc1 (stereo unspecified)
  i | 10
- COc1ccc(C(CNS(=O)(=O)c2ccccc2)N2CCN(C)CC2)cc1 (stereo unspecified)
  i | 54
- CC(=O)c1cccc(OCC(O)CNCC2COc3ccccc3O2)c1 (stereo unspecified)
  i | 55
- COc1ccccc1C(=O)NC(=O)COC(=O)c1ncc(Cl)c(Cl)c1Cl
  i | 30
- Cc1ccc(NC2CCCCC2NS(=O)(=O)c2ccccc2)c(C)c1 (stereo unspecified)
  i | 24
- CNC(=O)C(=O)NCC1CCCN1S(=O)(=O)c1cccs1 (stereo unspecified)
  i | 47
- CC(C)C[C@H](NC(=O)N1CC(=O)Nc2ccccc21)C(=O)N[C@H](Cc1c[nH]c2ccccc12)C(=O)O
  i | 32
- CC(C)OCCCNC(=O)CN1C(=O)c2cccc3cccc1c23
  i | 47
- CN(C)/C=N/NC(=O)C1Cc2c(ccc3ccccc23)O1 (stereo unspecified)
  i | 19
- CCCc1ccc(OCC(O)CN2CCN(C(=O)OCC)CC2)cc1 (stereo unspecified)
  i | 10
- Cc1onc(-c2ccccc2)c1C(=O)OCC(=O)N(C)c1ccccc1
  i | 46
- COc1ccccc1CNC(=O)CNCCc1ccc(OC)c(OC)c1
  i | 43
- COc1ccc(/C=C(\C#N)C(=O)OCC(=O)NCc2ccccc2OC)cc1
  i | 16
- O=C(COc1ccccc1)Nc1nc2c(s1)CCCC2
  i | 26
- CCOC(=O)c1cnc2c(C)c(Cl)ccc2c1NCCCN1CCOCC1
  i | 13
- Cc1nn(-c2ccccc2)c(C)c1NC(=O)COC(=O)c1cc(Cl)ccc1O
  i | 30
- COc1ccc(C)cc1NC(=O)CCNC(=O)Cn1cnc2ccccc2c1=O
  i | 47
- CS(=O)(=O)NCc1ccccc1Br
  i | 29
- CC(=O)N1CCN(C(=O)c2cc(C)oc2C)CC1
  i | 49
- CCOC(=O)c1cc(S(=O)(=O)Nc2ccc(F)cc2F)cn1C
  i | 20
- COc1ccccc1NS(=O)(=O)c1ccc2nc(CCl)[nH]c2c1
  i | 37
- Clc1ccc2scc(CN3CCCC3)c2c1
  i | 32
- CCc1ccc(NC(=O)c2cccc(C(=O)Nc3ccc(CC)cc3)n2)cc1
  i | 3
- Cc1ccc(C)c(S(=O)(=O)N2CCN(C(=O)CCCc3c[nH]c4ccccc34)CC2)c1
  i | 17
- O=C1C2CCCN2C(=S)N1C1CCCCC1 (stereo unspecified)
  i | 65
- CCCCOc1ccc(C(=O)NNC(=O)C2C3CCC(C3)C2C(=O)O)cc1 (stereo unspecified)
  i | 14
- O=C(COC(=O)CNC(=O)c1ccccc1F)Nc1ncc(Cl)cc1Cl
  i | 44
